High-throughput results deposited in PubChem by The Scripps Research Institute Molecular Screening Center.
NCOA2 inhibitor = inhibits human steroid receptor coactivator 2; inhibition, % at 9 µM; AID 651957; actives 0.17% (n = 370,000); HEK293 GAL4-SRC2 luciferase reporter, luminescence; Q15596;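 active means inhibition above the mean inhibition of all tested compounds plus 3 SD, set per campaign, cut at about 52% in these data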;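 further: 0% = DMSO treated cells and 100% = cells given Gossypol at 36 µM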
Target sequence (Q15596 whole entry, looked up, the tested form may be a part): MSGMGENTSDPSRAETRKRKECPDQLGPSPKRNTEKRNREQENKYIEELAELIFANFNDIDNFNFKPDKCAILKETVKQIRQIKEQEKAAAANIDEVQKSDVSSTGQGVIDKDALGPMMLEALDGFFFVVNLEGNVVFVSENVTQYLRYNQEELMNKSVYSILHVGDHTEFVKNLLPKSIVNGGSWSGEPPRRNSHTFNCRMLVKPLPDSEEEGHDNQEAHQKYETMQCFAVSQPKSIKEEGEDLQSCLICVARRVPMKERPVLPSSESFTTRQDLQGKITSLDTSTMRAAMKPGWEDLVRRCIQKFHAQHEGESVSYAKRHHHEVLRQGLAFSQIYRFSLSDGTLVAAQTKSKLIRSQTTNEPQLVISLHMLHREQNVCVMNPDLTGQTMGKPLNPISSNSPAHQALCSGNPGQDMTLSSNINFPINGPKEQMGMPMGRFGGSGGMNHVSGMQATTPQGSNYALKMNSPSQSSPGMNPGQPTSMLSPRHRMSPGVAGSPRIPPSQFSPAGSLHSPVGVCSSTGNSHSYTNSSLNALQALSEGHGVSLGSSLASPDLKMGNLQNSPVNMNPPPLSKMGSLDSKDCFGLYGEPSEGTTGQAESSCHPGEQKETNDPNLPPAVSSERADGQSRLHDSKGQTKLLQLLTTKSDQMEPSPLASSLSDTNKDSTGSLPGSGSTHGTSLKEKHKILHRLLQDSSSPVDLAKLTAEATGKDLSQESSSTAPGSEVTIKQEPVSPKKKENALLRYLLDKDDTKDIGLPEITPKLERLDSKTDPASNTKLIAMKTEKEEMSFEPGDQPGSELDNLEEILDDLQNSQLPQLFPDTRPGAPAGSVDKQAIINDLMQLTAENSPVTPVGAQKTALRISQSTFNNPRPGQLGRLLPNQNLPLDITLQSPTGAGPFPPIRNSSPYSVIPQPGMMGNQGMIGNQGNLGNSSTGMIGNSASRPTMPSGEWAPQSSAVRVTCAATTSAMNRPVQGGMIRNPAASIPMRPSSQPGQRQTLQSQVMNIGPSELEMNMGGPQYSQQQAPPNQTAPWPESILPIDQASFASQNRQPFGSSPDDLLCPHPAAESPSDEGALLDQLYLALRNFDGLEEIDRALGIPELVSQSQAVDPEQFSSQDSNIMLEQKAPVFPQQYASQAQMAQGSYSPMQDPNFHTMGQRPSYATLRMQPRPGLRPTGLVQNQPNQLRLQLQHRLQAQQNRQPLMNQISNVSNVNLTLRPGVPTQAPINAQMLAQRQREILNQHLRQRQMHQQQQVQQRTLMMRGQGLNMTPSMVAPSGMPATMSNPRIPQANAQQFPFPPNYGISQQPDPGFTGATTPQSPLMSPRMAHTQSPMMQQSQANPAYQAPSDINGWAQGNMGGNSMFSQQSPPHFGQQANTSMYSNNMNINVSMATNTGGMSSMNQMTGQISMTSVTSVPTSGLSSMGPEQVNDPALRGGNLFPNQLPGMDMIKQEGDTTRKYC
COUP-TFII inh = blocks human COUP-TFII nuclear receptor | inhibition, % at 8.6 µM | HEK293T NGFI-A luciferase reporter, luminescence | AID 686940 | actives 0.7% (n = 370,000);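 active means inhibition above a per-plate cutoff, mean inhibition of test wells between control levels plus 3 SD, cut at about 38% in these data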;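 further: cells cotransfected with COUP-TFII expression vector driving the NGFI-A reporter; 0% = median of COUP-TF2 test wells and 100% = reporter-only cells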
* hit, by the source's call. Only part of the results is shown (hit frequency here may not be typical).

Structure | NCOA2 inhibitor | COUP-TFII inh
CC(C)NC(=O)N[C@@H]1C[C@@H]2O[C@@H](CO)CC[C@@H]2O[C@@H]1CCc1ccc(-c2ccc(F)cc2)cc1 | 2.9 | -26.1
CN(Cc1ccccc1)C(=O)c1cccc(NC(=O)Cc2ccc(NC(=O)C3CCCN(S(=O)(=O)c4cccc([N+](=O)[O-])c4)C3)cc2)c1 (stereo not given) | -9.5 | 10.8
COc1ccc(C[N+]2=C(N)NC3=C(C)Cn4c(=O)n(-c5ccccc5)c(=O)n4C3C2)c(OC)c1 (stereo not given) | 6.2 | -0.8
CCCC1CCC2(CCC(=O)N2CCO)CC1 (stereo not given) | 13.4 | 7.7
COc1ccccc1NC(=O)OC1CC2CC1[C@H]1CCCCN1[C@H]2Cc1ccccc1 (stereo not given in full) | 20.6 | -4.5
COC(=O)C1CN(Cc2ccc(OC)cc2)CCS(=O)(=O)N1Cc1ccccc1 (stereo not given) | -13.1 | 21.0
COC(=O)[C@]12C[C@H](CC(=O)NCc3ccc(OC)c(OC)c3)C(=O)N(Cc3cccc4ccccc34)C1=C[C@H](COCc1ccccc1)O[C@@H]2C | 17.8 | 8.2
CCCCN1CCS(=O)(=O)N(Cc2cn(Cc3ccc(C)cc3)nn2)C(C(=O)OC)C1 (stereo not given) | -17.3 | -7.5
CCCCOCCCNC(=O)C[C@H]1C[C@@]2(C(=O)OC)C(=C[C@H](C(C)(C)C)O[C@@H]2C)N(Cc2ccc3c(c2)OCO3)C1=O | -25.4 | 6.6
COC(=O)[C@]12C[C@H](CC(=O)N3CCCC3)C(=O)N(Cc3ccccc3)C1=C[C@H](C(C)(C)C)O[C@@H]2C | 12.1 | 3.6
COC(=O)[C@@]12CCCCC3=C1N(CCC3)C(=O)[C@H]2CC(=O)N1CCOCC1 | -5.8 | 2.9
COC(=O)[C@]12C[C@H](CC(=O)NCC3CCCCC3)C(=O)N(Cc3ccccc3)C1=C[C@H](C(C)C)O[C@@H]2C1CC1 | 5.5 | -12.4
CCCC(=O)OC[C@H]1CN(C2CCCC2)S(=O)(=O)c2c(Oc3ccccc3)cccc2O1 | 16.8 | 4.5
COC(=O)[C@H](C(C)C)N1Cc2nnn(Cc3ccc(C)cc3)c2-c2ccccc2S1(=O)=O | -1.1 | -13.3
Cc1cccc(NC(=O)c2cc3c(C)nn(-c4ccccc4)c3s2)c1 | 0.3 | 0.5
Cc1ccc(N2NC3(CCN(C(N)=O)CC3)NC2=O)cc1 | -43.4 | -2.5
O=C(CS(=O)(=O)c1ccccc1)CS(=O)(=O)c1ccccc1 | -14.3 | 8.7
CCCCc1c(-c2ccccc2OC)ncn1Cc1ccc(F)c(F)c1 | -3.2 | 17.0
COC(=O)C1CN(Cc2cn(Cc3ccc(OC)cc3)nn2)CCS(=O)(=O)N1Cc1ccc(OC)cc1 (stereo not given) | 3.8 | 7.9
COC(=O)[C@]12C[C@H](CC(=O)N3CCC(c4ccccc4)CC3)C(=O)N(Cc3ccc(Cl)cc3Cl)C1=C[C@H](COCc1ccccc1)O[C@@H]2C | 27.9 | 13.2
Cc1ccc(CNC(=O)OC(C)(C)C)c(/C=C/S(=O)(=O)NCc2ccc(F)cc2)c1 | 2.7 | 6.3
CC(C)(C)c1ccc(-c2nnc(SCC(=O)c3ccc([N+](=O)[O-])cc3)n2-c2ccc(Cl)cc2)cc1 | -3.6 | -4.8
CC(=O)N1CCCN(C(=O)Cn2cnc3ccccc3c2=O)CC1 | -17.9 | -6.3
COc1cccc(CN(C)C(=O)[C@@H](Cc2ccccc2)NC(=O)[C@H]2O[C@@H](n3ccc(=O)[nH]c3=O)[C@H](O)[C@@H]2O)c1 | -7.3 | 3.8
Cc1cccc2nc(-c3ccccc3)c(-c3ccc(CN4CCC5(CC4)CNc4ccccc45)cc3)nc12 | -3.3 | -9.5
Cc1ccccc1OCC(=O)NCC(=O)N/N=C/c1cccc([N+](=O)[O-])c1 | -11.8 | -0.5
COC(=O)[C@]12C[C@H](CC(=O)N3CCSCC3)C(=O)N(CCC3=CCCCC3)C1=C[C@H](C(C)C)O[C@@H]2C1CC1 | 8.9 | -2.4
NC(=O)CC1NC(=O)c2cc([N+](=O)[O-])cc(I)c2OCCC(C(N)=O)NC(=O)[C@@H]2CCCN2C1=O (stereo not given in full) | 0.1 | -0.5
Cc1ccc2nc(-c3cccc(Cl)c3)c(Cc3ccccc3C(F)(F)F)n2c1 | -5.6 | -28.1
CN1OC[C@@H]2CN(C(=O)c3ccc(C#N)cc3)[C@H](c3cccc(Br)c3)C[C@@H]21 | -4.3 | 9.1
COc1cccc2[nH]c(-c3ccccn3)nc12 | -62.2 | -28.3
COc1cc(NS(=O)(=O)c2ccc(NC(=O)c3ccc(S(=O)(=O)N4CCCC4)cc3)cc2)ncn1 | -6.0 | 32.1
O=C(NC1CCCC1)C1CSCCS(=O)(=O)N1Cc1ccc(F)cc1 (stereo not given) | -26.8 | -9.8
CCOC(=O)[C@]12CCCC=C1N(CCCOC)C(=O)[C@@H]2CC(=O)NCC12CC3CC(CC(C3)C1)C2 | 5.9 | -4.6
CC1(c2nnnn2Cc2ccccc2)CCCC(=O)N1Cc1cccs1 (stereo not given) | 15.2 | -7.2
COc1ccc(-n2c(SCC(=O)NNC(=S)Nc3ccccc3)nc3ccccc3c2=O)cc1 | 18.4 | 9.4
CN1CC=C(c2ccc(C(F)(F)F)cc2)N(c2ccccc2)C1=O | -4.9 | -11.9
COC(=O)C1=C(C)N(Cc2ccccc2C(F)(F)F)C(=NCc2cc(OC)c(OC)c(OC)c2)NC1c1ccccc1C(F)(F)F (stereo not given) | -4.9 | 3.6
O=C1COc2ccccc2C(c2nnnn2-c2ccc3ccccc3c2)N1C1CC1 (stereo not given) | 6.6 | 2.3
CN(C(=O)c1ccc(NC(=O)Cc2cccc(NC(=O)C3CCN(C(=O)CCc4ccccc4)CC3)c2)cc1)C1CC1 | 0.5 | -2.0
COC(=O)c1cn(-c2ccc3c(c2)[C@]2(CC(=O)N(C)C2c2ccccc2)C(=O)N3CC(C)C)nn1 (stereo not given in full) | -11.1 | 9.6
Nn1c(SCC(=O)NC2CCCCC2)nnc1-c1cc(-c2ccccc2)n[nH]1 | -36.5 | -24.6
COC(=O)C1=C(C)N(CC2CC2)C(=O)N[C@H]1c1ccc(Br)cc1 | -21.2 | 11.3
CC(C)N1CCCCC(NC(=O)c2ccc(Cl)cc2Cl)C1=O (stereo not given) | -23.6 | -11.6
COC(=O)C1CN(Cc2ccc(F)cc2)CCS(=O)(=O)N1Cc1ccccc1 (stereo not given) | 23.4 | -12.7
O[C@H](COc1cc(F)cc(F)c1)CN1CCC(C(O)(c2ccccc2)c2ccccc2)CC1 | 1.1 | -4.3
CC(C)C[C@@H]1COc2cc(Br)ccc2S(=O)(=O)N1Cc1cn(Cc2ccco2)nn1 | -24.8 | 4.7
CC(C)C(=O)Oc1ccc(CO)cc1[C@H](CCN(C(C)C)C(C)C)c1ccccc1 | -20.8 | 3.5

Structural class: the entries above with a Cl atom.
Structure | NCOA2 inhibitor | COUP-TFII inh
COC(=O)[C@]12C[C@H](CC(=O)N3CCC(c4ccccc4)CC3)C(=O)N(Cc3ccc(Cl)cc3Cl)C1=C[C@H](COCc1ccccc1)O[C@@H]2C | 27.9 | 13.2
CC(C)(C)c1ccc(-c2nnc(SCC(=O)c3ccc([N+](=O)[O-])cc3)n2-c2ccc(Cl)cc2)cc1 | -3.6 | -4.8
Cc1ccc2nc(-c3cccc(Cl)c3)c(Cc3ccccc3C(F)(F)F)n2c1 | -5.6 | -28.1
CC(C)N1CCCCC(NC(=O)c2ccc(Cl)cc2Cl)C1=O (stereo not given) | -23.6 | -11.6

(further entries)
COc1ccc(Cn2ccc3ccc(-c4ccc5ccn(C(=O)c6cccc(OC)c6)c5c4)cc32)cc1
  NCOA2 inhibitor: -32.0 | COUP-TFII inh: -27.3

COc1ccc(-c2cc(NC(=O)Cc3c[nH]c4ccccc34)ccc2Nc2cccnc2)c(OC)c1
  NCOA2 inhibitor: -25.0 | COUP-TFII inh: -13.0

COc1cccc(CNC(=O)[C@H]2CCCN2C(=O)[C@H]2CCCN2C(=O)c2cccs2)c1
  NCOA2 inhibitor: -8.0 | COUP-TFII inh: -14.0

COC(=O)C1=C(C)N(Cc2cccc(C(F)(F)F)c2)C(=NCc2ccc(C(F)(F)F)cc2)NC1c1ccc(C(F)(F)F)cc1 (stereo not given)
  NCOA2 inhibitor: -6.0 | COUP-TFII inh: 11.0

CC(C)N1Cc2nnn(Cc3ccccc3)c2-c2cc(F)ccc2S1(=O)=O
  NCOA2 inhibitor: 30.9 | COUP-TFII inh: -18.2

CC(C)CN(CC(C)C)C(=O)c1ccc2c(c1)NC(=O)C(C)(C)O2
  NCOA2 inhibitor: 11.8 | COUP-TFII inh: 2.9

O=C(Nc1ccccc1)Nc1nc2ncccn2c1-c1ccc(C(F)(F)F)cc1
  NCOA2 inhibitor: -3.6 | COUP-TFII inh: -31.8

Cc1ccc(S(=O)(=O)N(C)c2cccc3c2S(=O)(=O)N([C@H](C)c2ccccc2)C[C@@H](COCc2ccccc2)O3)cc1
  NCOA2 inhibitor: 14.8 | COUP-TFII inh: 26.3

C[C@H]1CN([C@@H](C)CO)C(=O)CCCn2nncc2CO[C@@H]1CN(C)S(=O)(=O)c1cccs1
  NCOA2 inhibitor: -2.2 | COUP-TFII inh: -4.5

C[C@@H]1Cc2cc(O)cc(O)c2C(=O)O1
  NCOA2 inhibitor: -12.0 | COUP-TFII inh: -2.9

CCN(CC)C(=O)CC[C@H]1CC[C@]2(CCCN(C(=O)c3ccc4ccccc4n3)C2)O1
  NCOA2 inhibitor: -24.1 | COUP-TFII inh: -4.8

Cc1ccccc1CN1[C@@H](CC(C)C)COc2cc(Br)ccc2S1(=O)=O
  NCOA2 inhibitor: 8.0 | COUP-TFII inh: -15.1

CCn1cc(CNC(=O)CCSc2nc(-c3ccco3)cc(C(F)(F)F)n2)cn1
  NCOA2 inhibitor: 3.5 | COUP-TFII inh: -4.3

CCOC(=O)[C@]12CCCC=C1N(Cc1ccc(OC)cc1)C(=O)[C@@H]2CC(=O)N1CCCC1
  NCOA2 inhibitor: -14.3 | COUP-TFII inh: 7.0

COc1ccccc1Cc1c(-c2ccc(Cl)cc2)nc2ccc(C)cn12
  NCOA2 inhibitor: -33.4 | COUP-TFII inh: -27.0

O=S(=O)(/N=C/c1c(O)ccc2ccccc12)c1cccs1
  NCOA2 inhibitor: -31.4 | COUP-TFII inh: 20.5

CC(C)CN1C(=O)C[C@@]2(C(=O)N(C)c3ccc(NC(=O)C(F)(F)F)cc32)C1c1ccccc1 (stereo not given in full)
  NCOA2 inhibitor: -20.3 | COUP-TFII inh: 2.8

O=C(NCCc1c[nH]c2ccccc12)OCc1cn(-c2ccc(Cl)cc2)nn1
  NCOA2 inhibitor: -1.2 | COUP-TFII inh: -6.1

Cc1cc(Br)cn2c(Cc3cccc(Cl)c3)c(C3CCCCC3)nc12
  NCOA2 inhibitor: 27.3 | COUP-TFII inh: 12.5

Cc1ccc(S(=O)(=O)N2CCCC2C(=O)N2CCN(c3ccccc3)CC2)cc1 (stereo not given)
  NCOA2 inhibitor: 5.5 | COUP-TFII inh: 9.6

COc1ccc(S[C@]2(C(=O)N3CCN(c4ncccn4)CC3)CC(=O)N(C(=O)c3ccccc3)[C@@H]2c2ccc(OC)cc2)cc1
  NCOA2 inhibitor: -4.2 | COUP-TFII inh: 7.2

Cc1cc(C)n(-c2nc(NCC3CCCO3)c3c4c(sc3n2)COC(C)(C)C4)n1 (stereo not given)
  NCOA2 inhibitor: -32.2 | COUP-TFII inh: -4.2

COC(=O)c1cc2c(c3c4cc(OC)ccc4n(S(=O)(=O)c4ccc(OC)cc4)c13)C(=O)N(Cc1ccccc1)C2
  NCOA2 inhibitor: -11.4 | COUP-TFII inh: 7.8

CCCCCCCCN1C(=O)N2Cc3cc(F)ccc3C2CS1(=O)=O (stereo not given)
  NCOA2 inhibitor: 6.1 | COUP-TFII inh: -4.8

c1ccc(Cn2ccc3ccc(-c4ccc5ccn(Cc6cccc(Oc7ccccc7)c6)c5c4)cc32)cc1
  NCOA2 inhibitor: 9.0 | COUP-TFII inh: -9.9

CC(C)C[C@H](NC(=O)c1ccccc1)C(=O)N1CCC[C@H]1C(=O)NCc1ccccc1
  NCOA2 inhibitor: 14.5 | COUP-TFII inh: 8.9

COC(=O)C1=C(C)N(Cc2ccc(C(F)(F)F)cc2)C(=NCC2CC2)NC1c1ccccc1 (stereo not given)
  NCOA2 inhibitor: -15.9 | COUP-TFII inh: 1.3

CC(C)(C)n1nc(C2CC2)c(Br)c1NC(=O)c1ccccc1Cl
  NCOA2 inhibitor: -23.2 | COUP-TFII inh: -25.8

Among those listed so far, these contain a tert-butyl group.
CCCCOCCCNC(=O)C[C@H]1C[C@@]2(C(=O)OC)C(=C[C@H](C(C)(C)C)O[C@@H]2C)N(Cc2ccc3c(c2)OCO3)C1=O
  NCOA2 inhibitor: -25.4 | COUP-TFII inh: 6.6

COC(=O)[C@]12C[C@H](CC(=O)N3CCCC3)C(=O)N(Cc3ccccc3)C1=C[C@H](C(C)(C)C)O[C@@H]2C
  NCOA2 inhibitor: 12.1 | COUP-TFII inh: 3.6

Cc1ccc(CNC(=O)OC(C)(C)C)c(/C=C/S(=O)(=O)NCc2ccc(F)cc2)c1
  NCOA2 inhibitor: 2.7 | COUP-TFII inh: 6.3

CC(C)(C)c1ccc(-c2nnc(SCC(=O)c3ccc([N+](=O)[O-])cc3)n2-c2ccc(Cl)cc2)cc1
  NCOA2 inhibitor: -3.6 | COUP-TFII inh: -4.8

CC(C)(C)n1nc(C2CC2)c(Br)c1NC(=O)c1ccccc1Cl
  NCOA2 inhibitor: -23.2 | COUP-TFII inh: -25.8
